APP 5'UTR act – APP 5'UTR luciferase reporter activation | SH-SY5Y APP 5'UTR luciferase reporter, luminescence; zero percent = DMSO vehicle wells | activation, % at 2 µM | actives 1% (n = 190,000) | AID 1276;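 active means activation above a set limit, based on mean plus 3 SD of controls, cut at about 140% in these data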; further: values of inactives mirror those of a sister screen read the other way
FLuc inh counter – Photinus pyralis luciferase inhibition counter-screen; actives 1.5% (n = 200,000); inhibition, % at 10 µM; P08659; ATPLite firefly luciferase biochemical luminescence, 10 min;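 active means inhibition above about 50% when tested at 10 µM, limit read from the data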
Target sequence (P08659 whole entry, looked up): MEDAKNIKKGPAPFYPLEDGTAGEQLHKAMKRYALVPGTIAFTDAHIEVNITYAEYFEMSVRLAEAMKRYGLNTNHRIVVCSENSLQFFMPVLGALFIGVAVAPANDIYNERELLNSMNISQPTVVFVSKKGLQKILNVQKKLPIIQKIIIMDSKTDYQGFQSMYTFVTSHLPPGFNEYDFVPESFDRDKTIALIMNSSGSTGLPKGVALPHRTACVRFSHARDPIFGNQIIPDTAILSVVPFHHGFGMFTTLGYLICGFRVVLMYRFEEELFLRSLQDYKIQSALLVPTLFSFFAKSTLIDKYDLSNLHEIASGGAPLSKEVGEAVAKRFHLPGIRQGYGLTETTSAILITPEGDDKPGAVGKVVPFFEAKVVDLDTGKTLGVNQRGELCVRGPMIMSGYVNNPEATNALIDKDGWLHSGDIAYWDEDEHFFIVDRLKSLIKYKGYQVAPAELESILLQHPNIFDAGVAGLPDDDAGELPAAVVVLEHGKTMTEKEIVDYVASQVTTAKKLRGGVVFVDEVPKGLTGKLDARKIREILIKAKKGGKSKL
STAT3 activator – activators of IL-6 induced STAT3 signaling; U3A cells, IL-6 STAT3-luciferase reporter, luminescence; 100% = signal with IL-6 EC80 alone; activation (% of control), % at 5.6 µM; actives 0.91% (n = 190,000); AID 871;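 active means activation above the screen-wide mean of compound activation plus 3 SD, cut at about 130% in these data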;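 further: 0% = background luminescence of wells with medium and substrate only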
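Material: human U3A cells carrying STAT3-luciferase construct. Measured by: reporter luminescence signal. Timing: compound 1 h, then IL-6 6 h at 37 °C.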
STAT1 activator – STAT1 signaling activation | NIH 3T3 STAT1-luciferase reporter, IFN-gamma, luminescence; 100% = IFN-gamma alone, no compound | activation (% of control), % at 5.5 µM | actives 2.6% (n = 200,000) | AID 932;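 active means activation above the screen-wide mean activation plus 3 SD, cut at about 130% in these data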;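 further: raw ratio to IFN-gamma control signal so 100% means no change and 0% no light; values of inactives mirror those of a sister screen read the other way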
FLuc stim CS – affects firefly luciferase, flagging false hits in luciferase stimulation screens | ATPlite luciferase biochemical, luminescence, 10 min; 0 = ATP-free wells, 1 = DMSO control | 200,000 tested, under 10 active | AID 1027 | activation factor at 10 µM;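 active means luciferase activation factor, scaled between plate controls, of at least 2 with compound at 10 µM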
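Material: luciferase plus luciferin reagent, cell-free. Medium: PBS buffer for ATP. Also added: ATP substrate, dispensed from a 10.24 µM working solution in PBS. Doses: test compounds dosed from 2 mM stocks in 100% DMSO. Incubation: 10 min post-reagent at room temperature. Technique: light output (luminescence). Read-out basis: luminescence gain marking luciferase activators.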
STAT1 inh – reduces IFN-gamma driven STAT1 reporter signal. actives 0.35% (n = 200,000). AID 920. NIH 3T3 STAT1-luciferase reporter, luminescence. inhibition, % at 5.5 µM;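 active means inhibition above a set limit, the mean inhibition across all tested compounds plus 3 SD, cut at about 34% in these data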;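 further: 0% = IFN-gamma with DMSO and 100% = IFN-gamma with 300 µM nifuroxazide; values of inactives mirror those of a sister screen read the other way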
NF-kB neuron act – raises NF-kB expression in human neuronal cells | AID 1239 | actives 1.6% (n = 190,000) | fold change at 12.5 µM | NF-kB reporter expression; stronger effect = higher value; in the data active means fold change above about 3.3
STAT3 blocker – inhibitors of IL-6 induced STAT3 signaling; U3A cells, IL-6 STAT3-luciferase reporter, luminescence; host cell line lacks STAT1; inhibition, % at 5.5 µM; actives 0.89% (n = 190,000); AID 862;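 active means inhibition above the mean inhibition across all screened compounds plus 3 SD, cut at about 44% in these data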;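 further: 0% = DMSO only wells and 100% = 100 µM nifuroxazide control wells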
ROMK mod – modulators of human ROMK potassium channel; P48048; Tet-inducible ROMK, thallium flux fluorescence; actives lie on both sides; B-score at 10 µM; actives 2% (n = 130,000); AID 1918;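 active means signal ratio slope over the read window, or its plate-corrected B-score, at least 3 SD from the plate mean, either direction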;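 further: B-score of the F/F0 ratio slope over 7 to 12 s after thallium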
Target sequence (P48048 whole entry, looked up): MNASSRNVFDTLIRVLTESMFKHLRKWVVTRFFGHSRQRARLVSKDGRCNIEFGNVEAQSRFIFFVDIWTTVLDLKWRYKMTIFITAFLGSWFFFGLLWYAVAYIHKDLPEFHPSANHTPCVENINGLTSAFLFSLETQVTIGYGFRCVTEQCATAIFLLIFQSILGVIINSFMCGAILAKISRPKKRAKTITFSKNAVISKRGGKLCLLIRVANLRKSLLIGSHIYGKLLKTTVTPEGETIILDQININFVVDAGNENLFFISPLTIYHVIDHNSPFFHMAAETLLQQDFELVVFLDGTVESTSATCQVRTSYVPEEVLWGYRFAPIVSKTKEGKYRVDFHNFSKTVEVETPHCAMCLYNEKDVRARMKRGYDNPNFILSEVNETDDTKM
APP 5UTR inh – APP translation inhibition. SH-SY5Y APP 5'UTR-luciferase reporter, luminescence. inhibition, % at 2 µM. actives 0.82% (n = 190,000). AID 1285;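 active means inhibition above a set limit, derived from the sample mean plus 3 SD, cut at about 45% in these data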; further: values of inactives mirror those of a sister screen read the other way
Active calls of the source: *; nt = no result given.

SMILES | APP 5'UTR act | FLuc inh counter | STAT3 activator | STAT1 activator | FLuc stim CS | STAT1 inh | NF-kB neuron act | STAT3 blocker | ROMK mod | APP 5UTR inh
NC(=O)c1ncc(C(F)(F)F)cc1Oc1cccc(C(F)(F)F)c1 | -13 | 1 | 104 | 109 | 1 | -10 | 0.94 | 1 | 0.011 | 13
CCOC(=O)c1nnc(-c2ccc(C)cc2)nc1Oc1ccccc1Cl | 5 | 0 | 115 | 91 | 1 | 9 | 1.7 | -12 | nt | -5
O=C(COC(=O)Cc1ccc(S(=O)(=O)N2CCCCC2)s1)Nc1ccc2c(c1)OCO2 | -9 | -6 | 103 | 105 | 1.1 | -5 | 1.2 | 2 | -0.28 | 9
C=CCc1cccc(/C=N/NC(=O)c2ccccc2Br)c1O | -16 | -6 | 115 | 100 | 1.1 | -1 | 1.2 | -4 | -0.053 | 16
O=S(=O)(Cc1ccccc1)N1CCCCCC1 | 9 | -6 | 83 | 98 | 1.1 | 3 | 1.1 | 23 | -0.26 | -9
CCCC(=O)Nc1sc2c(c1C(=O)Nc1ccccn1)CCCC2 | -9 | -4 | 94 | 99 | 1 | -1 | 1.1 | 10 | 0.11 | 9
Cc1ccc(-c2cnc(-c3ccncc3)o2)cc1 | 67 | 48 | 85 | 153* | 0.5 | -58 | 2.4 | 20 | nt | -67
CC1CCCN(S(=O)(=O)c2ccc(Br)s2)C1 (configuration not stated) | -5 | -3 | 89 | 96 | 1 | 4 | 0.89 | 16 | -0.097 | 5
CC(C)=CC(=O)NCCc1ccccc1 | 84 | 15 | 96 | 120 | 0.8 | -29 | 2 | 9 | nt | -84
COC(=O)C(Cc1ccccc1)NC(=O)CSc1nc(C)cc(=O)[nH]1 (configuration not stated) | -3 | -2 | 98 | 107 | 1 | -8 | 0.82 | 11 | nt | 3
COc1ccc(N2CCN(C(=S)NCc3ccc(C)cc3)CC2)cc1 | -3 | -3 | 104 | 100 | 1 | -2 | 1.3 | 2 | -0.35 | 3
COc1ccc(NC(=O)c2ccc3c(c2)NC(=O)CS3)cc1S(=O)(=O)Nc1ccc(Br)cc1 | -7 | -9 | 87 | 99 | 1.1 | 2 | 0.59 | 18 | 1.4 | 6
CCc1ccc(OCc2cnc(Cl)s2)cc1 | 6 | 10 | 94 | 131* | 0.9 | -33 | 1.5 | 9 | 0.37 | -6
CC(C)CCNC(=O)Nc1ccc2c(c1)N(C)C(=O)CS2 | 4 | 0 | 104 | 100 | 1 | 0 | 0.95 | -7 | 1.5 | -4
Cc1ccsc1/C=C(\C#N)C(=O)NCc1cccnc1 | 8 | -8 | 97 | 103 | 1.1 | -3 | 1 | 2 | nt | -8
Cc1cc(C(=O)N/N=C/c2ccccn2)n[nH]1 | 6 | 5 | 108 | 123 | 1 | -26 | 1.4 | -1 | 1.9 | -6
COc1ccc(CCn2c(=N)c(C(=O)N3CCN(C)CC3)cc3c(=O)n4ccccc4nc32)cc1 | nt | -3 | 80 | 102 | 1 | -2 | 0.97 | 30 | nt | nt
Cc1cc(C(=O)NCc2nc(-c3ccccc3)no2)ccc1[N+](=O)[O-] | -9 | -5 | 99 | 101 | 1.1 | -2 | 1.4 | 6 | nt | 9
C1CC1Cc1noc(CN2CCN(CC3CC3)CC2)n1 | -4 | -3 | 100 | 97 | 1 | 1 | 1 | 2 | 2.3 | 4
COc1ccc(NC(=O)N2CCCc3ccccc32)cc1 | 7 | 6 | 94 | 87 | 0.9 | 14 | 1.4 | 9 | 0.0097 | -7
CCOC(=O)c1nc[nH]c1C | 19 | -6 | 102 | 97 | 1.1 | 3 | 1.4 | 6 | nt | -19
CCCCN(C(=O)CSc1nnc(-c2ccccc2OC)n1C)c1c(N)n(Cc2ccccc2)c(=O)[nH]c1=O | 1 | -9 | 96 | 103 | 1.1 | -3 | 1 | 2 | -0.55 | -1
COC(=O)c1sc(N)c(C(=O)OC)c1COC(=O)c1c(C)noc1C | -43 | -3 | 97 | 105 | 1 | -5 | 1 | 8 | nt | 43
COc1ccc(CNc2ccc3c(c2)nc(C)n3C)cc1 | 85 | 5 | 92 | 151* | 1 | -55 | 1.7 | 11 | 0.2 | -85
CCOC1OC(=O)C(Cl)=C1Nc1cc(C)ccc1C (configuration not stated) | 2 | -4 | 103 | 103 | 1 | -6 | 1.6 | 3 | -0.32 | -2

Next part
SMILES | APP 5'UTR act | FLuc inh counter | STAT3 activator | STAT1 activator | FLuc stim CS | STAT1 inh | NF-kB neuron act | STAT3 blocker | ROMK mod | APP 5UTR inh
CN(C)S(=O)(=O)N(CC(=O)NCCSCc1ccc(Cl)cc1)c1ccccc1 | 6 | -3 | 103 | 93 | 1 | 7 | 0.92 | 8 | -0.26 | -6
Cc1ccccc1OCC(=O)OCC(=O)Nc1cc(C(F)(F)F)ccc1N1CCOCC1 | -6 | -6 | 81 | 97 | 1.1 | 3 | 1.4 | 24 | nt | 6
CCOC(=O)Cn1nnc2c(sc3nc4c(c(-c5ccccc5)c32)CCC4)c1=O | -2 | -4 | 103 | 98 | 1 | 2 | 1 | -4 | -1 | 2
CC1Cc2ccccc2N1C(=O)CSc1nc2c(c(=O)n(C)c(=O)n2C)n1Cc1ccccc1 (configuration not stated) | 5 | -3 | 100 | 103 | 1 | -3 | 0.28 | 5 | nt | -6
Cc1ccc(OCC(=O)N/N=C2\CCOc3c(C)cccc32)cc1 | -10 | 1 | 104 | 103 | 1 | -3 | 1.3 | -3 | nt | 10
Cc1ccccc1NC(=O)Cc1nnc(SCC(=O)Nc2ccccc2)n1C | 22 | 3 | 99 | 103 | 1 | -3 | nt | 7 | 1.2 | -22
Cc1nc(C#N)c(NCc2ccc3c(c2)OCO3)o1 | 7 | 0 | 99 | 107 | 1 | -8 | 1.1 | 7 | 0.33 | -7
CCOC(=O)c1ccccc1NC(=O)/C(C)=C/C(=O)O | -5 | -7 | 104 | 99 | 1.1 | 1 | 1.2 | -5 | nt | 5
CCc1ccc2[nH]c(=O)c(CN(CCN(C)C)C(=O)Nc3ccccc3OC)cc2c1 | -12 | -5 | 111 | 106 | 1 | -7 | 1.6 | -13 | nt | 12
O=C(Cn1ccsc1=NC(=O)c1ccco1)c1ccccc1 | 3 | -2 | 92 | 110 | 1 | -11 | 1.3 | 12 | -0.73 | -3
COc1cccc(OC)c1OCCN(C)C | -4 | 9 | 100 | 105 | 0.9 | -6 | 1.2 | 6 | 0.25 | 4
CC(CN1CCCCC1)OC(=O)C(C)(c1ccccc1)c1ccccc1 (configuration not stated) | 5 | -4 | 102 | 96 | 1 | 4 | 0.95 | -2 | -1.5 | -5
C[n+]1ccc(/C=C/c2ccccc2O)c2ccccc21 | -12 | -9 | 85 | 113 | 1.1 | -14 | nt | 22 | -2.8 | 12
O=S(=O)(Nc1cccc2ncccc12)c1cccs1 | -43 | -8 | 115 | 89 | 1.1 | 11 | 0.14 | -11 | nt | 43
Cn1c(CCCOc2ccc(Cl)cc2Cl)nnc1SCC(=O)Nc1cccc(F)c1 | 3 | 10 | 112 | 100 | 0.9 | -1 | 1 | -8 | nt | -3
O=C(NCc1ccco1)c1cnn2c(C(F)(F)F)cc(-c3ccco3)nc12 | -6 | -3 | 105 | 101 | 1 | -7 | 1 | -6 | -0.12 | 6
O=C(NCCCN1CCOCC1)c1cc(-c2ccc(O)cc2)on1 | 18 | -2 | 104 | 98 | 1 | 2 | 1.9 | 0 | nt | -18
COC(=O)CC/C(C)=N\Nc1ccc([N+](=O)[O-])cc1[N+](=O)[O-] | -4 | -4 | 103 | 91 | 1 | 11 | 0.83 | 4 | 0.63 | 4
Cc1cc(C)n2nc(SCC(=O)c3cc(C)n(-c4cc(C)on4)c3C)nc2n1 | -5 | 2 | 81 | 89 | 1 | 12 | 0.86 | 26 | nt | 5
CCOC(=O)c1sc2nc(N3CCCC3)c3c(c2c1N)CC(C)(C)OC3 | -1 | -2 | 88 | 98 | 1 | 2 | 0.93 | 17 | nt | 1
O=C(/C(C=Nc1cc2c(oc1=O)CCCC2=O)=C(\O)c1ccccc1)c1ccccc1 | 30 | -6 | 94 | 149* | 1.1 | -57 | 1.2 | 13 | 1.4 | -30
COC(=O)c1ccc(CSc2nnc(CNC(=O)COc3ccc(Cl)cc3)o2)o1 | 15 | -4 | 101 | 95 | 1 | 6 | 0.98 | 4 | -0.6 | -15
O=C(/C=C/c1ccc(Br)cc1)Nc1ccc(S(=O)(=O)Nc2ncccn2)cc1 | -11 | 2 | 94 | 107 | 1 | -8 | 0.88 | 12 | 0.075 | 11
CCn1ccc(C(=O)NC2=C(C#N)CCC2)n1 | 4 | -3 | 91 | 96 | 1 | 4 | 1.1 | 14 | nt | -4
Cc1c(N2C(=O)/C(=C3/C(=O)N(C)c4ccccc43)SC2=S)c(=O)n(-c2ccccc2)n1C | 3 | -2 | 98 | 98 | 1 | 2 | 1.2 | 12 | nt | -3

The results go on.
SMILES | APP 5'UTR act | FLuc inh counter | STAT3 activator | STAT1 activator | FLuc stim CS | STAT1 inh | NF-kB neuron act | STAT3 blocker | ROMK mod | APP 5UTR inh
Cc1ccc2c(c1)NCC(C(=O)NC1CCC(C)CC1)O2 (configuration not stated) | 1 | 2 | 103 | 114 | 1 | -16 | 1.1 | -4 | -0.66 | -1
COc1cc(O)oc1C=Nc1ccc(C(F)(F)F)cc1 | -2 | -7 | 88 | 107 | 1.1 | -8 | 1.4 | 25 | nt | 2
CC(C)(C)c1nnc(NC(=S)Nc2ccccc2)s1 | 92 | 24 | 96 | 140* | 0.8 | -41 | 3.6* | 6 | 0.42 | -92
O=C(c1ccccc1F)N1CCC(O)(c2cccnc2)CC1 | 11 | -6 | 100 | 97 | 1.1 | 4 | 0.99 | 2 | 0.58 | -11
CCOc1ccc(NC(=O)CN(c2ccc([N+](=O)[O-])cc2)S(=O)(=O)c2ccccc2)cc1 | 5 | -6 | 100 | 101 | 1.1 | -1 | 0.84 | -3 | 0.44 | -5
CN(NC(=O)c1ccccc1)c1nc2ccccc2nc1C(F)(F)F | 4 | -4 | 96 | 102 | 1 | -2 | 1.3 | 8 | nt | -4
C/C(=N\NC(=O)Cc1csc(N2CCOCC2)n1)c1ccc(Cl)c(Cl)c1 | 9 | 7 | 94 | 83 | 0.9 | 17 | 1 | 14 | -1.8 | -9
Cc1nn(-c2ccccc2)c2nc(N)c(C#N)c(-c3ccc(F)cc3)c12 | 2 | 0 | 94 | 100 | 1 | 0 | 0.93 | 10 | -2.3 | -2
COc1ccc(OC)c(-c2nc3c(C)n[nH]c(=O)c3[nH]2)c1 | 0 | -3 | 94 | 106 | 1 | -7 | 1.4 | 11 | nt | 0
CCc1nc2sc(C#N)c(N)c2c2c1CCCC2 | -8 | nt | 100 | 101 | nt | -1 | 0.9 | 3 | 1.4 | 8
N#Cc1cccc(NC(=O)CCn2ccnc2)c1 | 1 | -4 | 105 | 99 | 1 | 1 | 1.1 | -6 | 0.11 | -1
CCOC(=O)c1cc(C#N)c(NCc2ccccc2)nc1C | -9 | -2 | 113 | 97 | 1 | 4 | 1.1 | -13 | 0.21 | 9
CC12CCC(C/C1=N\OC(=O)c1ccc(F)cc1)C2(C)C (configuration not stated) | 3 | -4 | 105 | 104 | 1 | -4 | 1.2 | -2 | 0.23 | -3

Screens as filed in PubChem.
